High-throughput results (PubChem)
NR2E3 ag-1: NR2E3 (human) agonism | AID 2300 | inhibition of corepressor binding, % at 4.78 µM | 320,000 compounds, 0.12% hits | GST-NR2E3/biotin-RetCOR TR-FRET, 1536-well;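 active = percent inhibition above the cutoff of mean plus 3 SD of all tested compounds, set per screening campaign, cut at about 20% in these data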;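 also: 0% = DMSO wells and 100% = biotin wells as full block of FRET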
Target sequence (Q9Y5X4 whole entry, looked up): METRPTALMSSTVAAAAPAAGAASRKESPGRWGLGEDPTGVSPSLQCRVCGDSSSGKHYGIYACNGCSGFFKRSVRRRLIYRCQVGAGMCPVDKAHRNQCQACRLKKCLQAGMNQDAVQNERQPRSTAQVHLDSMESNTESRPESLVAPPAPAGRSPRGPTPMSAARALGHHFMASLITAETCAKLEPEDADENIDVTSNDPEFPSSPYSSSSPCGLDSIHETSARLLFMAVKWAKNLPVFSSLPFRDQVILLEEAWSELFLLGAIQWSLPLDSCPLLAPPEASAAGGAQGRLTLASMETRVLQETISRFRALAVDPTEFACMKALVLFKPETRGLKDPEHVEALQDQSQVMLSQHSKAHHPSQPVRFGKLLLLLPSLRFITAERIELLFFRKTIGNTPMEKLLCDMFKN
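Format: 1536-well format; test system: GST-NR2E3 and biotin-RetCOR proteins; read-out basis: percent inhibition of TR-FRET ratio; timing: 5 h incubation at 4 °C; detection: time-resolved FRET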
Peg3 promoter: Peg3 promoter activity inhibition; HeLa PEG-Prom luciferase reporter, luminescence, overnight; inhibition, % at 20 µM; 360,000 compounds, 1.7% hits;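 active = inhibition of at least 50% at 20 µM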
CF NFkB block: cystic fibrosis NF-kB activation inhibition; 360,000 compounds, 0.86% hits; KKLEB NF-kB-GFP reporter, PAF-induced, GFP fluorescence overnight; inhibition, % at 5 µM;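 active = at least 50% inhibition at 5 µM, scaled per plate between neutral and stimulator controls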;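 also: PAF is a Pseudomonas aeruginosa culture filtrate used as stimulus; plate controls were PAF-stimulated DMSO wells for no effect and unstimulated DMSO wells for full effect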
KKLEB cytotox: CF airway cell cytotoxicity counter-screen; 360,000 compounds, 0.36% hits; activity change (cytotoxicity), % at 5 µM; KKLEB CF airway cells viability, ATPlite luminescence, overnight; hits give low values; cells stimulated with P. aeruginosa culture filtrate; AID 602141;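 active = corrected activity change at or below -50% at 5 µM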
HIF-2a block: blocks HIF-2a reporter activity. inhibition, % at 18.8 µM. 360,000 compounds, 0.72% hits. 786-0 RCC cells HIF-2a reporter, luciferase luminescence, overnight;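 active = inhibition of the luminescence signal of 40% or more relative to plate controls, in a single-dose primary screen at 18.75 µM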
TRPM1 prom inh: reduces MITF-dependent TRPM1 promoter luciferase signal; SK-MEL-5 TRPM1 promoter luciferase, 24 h; inhibition, % at 12.5 µM; 330,000 compounds, 0.83% hits;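 active = mean inhibition across replicates of 60% or more, whatever share of single replicates reaches that level; inconclusive = some that reach 60%, reason not given; inactive = mean inhibition across replicates below 60%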; also: values of inactives mirror those of a sister screen read the other way
TRAIL sens C8: caspase-8 TRAIL sensitization | NB7+C8 cells + TRAIL, ATPlite viability luminescence | inhibition (viability loss, TRAIL sensitization), % at 10 µM | 360,000 compounds, 1% hits | AID 624354;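 active = compounds causing at least 50% loss of cell viability in the single-dose screen, relative to plate controls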
Shn3 inh set2: inhibitors of Schnurri-3 3'UTR reporter in osteoblasts; inhibition, % at 12.5 µM; 360,000 compounds, 0.52% hits; Clone20 osteoblast Shn3 3'UTR firefly luciferase, 24 h;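 active = mean inhibition of at least 75% with every replicate also reaching 75%; inconclusive = mean inhibition at least 75% but some replicate below; inactive = mean inhibition below 75%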;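 also: 0% = median of neutral control wells and 100% = pilot-screen positive control compound; some compounds past the cut are filed as inactive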
hiPSC survival: increases survival of single human iPS cells | hiPSC single-cell survival, ATPlite luminescence; 100% = ROCK inhibitor wells, 0% = DMSO | survival enhancement, % at 20 µM | 360,000 compounds, 0.044% hits | AID 602274; in the data active = survival enhancement above about 18%;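 also: cells exposed to compounds for 16 hours before the ATP read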
LMP1 NFkB inh: reduces LMP1-driven NF-kappaB luciferase signal; LMP1-induced NF-kappaB luciferase reporter cells, luminescence; inhibition, % at 12.5 µM; 350,000 compounds, 0.69% hits; AID 504558; in the data active = inhibition above about 41%; inconclusive = no clear call, values can overlap the other calls;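 also: 0% = neutral control wells and 100% = reference inhibitor control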
NR2E3 ag-2: human photoreceptor-specific nuclear receptor agonism. 360,000 compounds, 0.35% hits. CHO-S Gal4-NCOR/VP16-NR2E3 two-hybrid, luciferase. Q9Y5X4. inhibition of corepressor binding, % at 3.98 µM. AID 602229;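 active = inhibition above the mean of all tested compounds plus 3 SD, cut at about 70% in these data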;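 also: 0% = DMSO with NR2E3 transfected cells and 100% = cells lacking NR2E3 construct; higher means lower luciferase signal from less NR2E3 corepressor binding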
Numbers without * were called inactive; ? = inconclusive; . = no result given. This is a subset; count on the stated rates, not on these rows.

SMILES	NR2E3 ag-1	Peg3 promoter	CF NFkB block	KKLEB cytotox	HIF-2a block	TRPM1 prom inh	TRAIL sens C8	Shn3 inh set2	hiPSC survival	LMP1 NFkB inh	NR2E3 ag-2
NC12CCc3c(no[n+]3[O-])C1(O)CC(c1ccccc1)=[N+]2[O-] (stereo unspecified)	3	-2	-11	8	13	2	-19	13	1.8	-2	11
Cc1ccc(S(=O)(=O)N2CCN(C(=O)c3ccccc3Cc3ccccc3)CC2)c(C)c1	2	19	1	4	17	-3	4	14	-0.5	1	-8
CCC(C(=O)NCc1ccco1)N(C(=O)CNS(=O)(=O)c1ccccc1)c1ccc(OC)cc1 (stereo unspecified)	3	9	8	-2	10	-8	-4	4	0.5	6	7
COc1ccc(CCNC(=S)NC(=O)c2ccccc2)cc1OC	1	7	4	-27	1	21	5	-32	1.1	16	1
CC(=O)C1C(=O)c2c(cccc2[N+](=O)[O-])C1=Nc1ccc(S(N)(=O)=O)cc1 (stereo unspecified)	3	0	-31	7	-18	-6	-3	-15	-0.4	0	-26
COCCNC(=O)c1ccc(C(=O)NCCOC)s1	2	4	6	-7	-5	-14	12	-11	-1.2	-1	-19
C[C@H](CO)N1C[C@H](C)[C@@H](CN(C)C(=O)c2cnccn2)Oc2ncc(Br)cc2C1=O	.	-1	-16	19	6	.	-25	-7	-0.7	3	15
Cc1ccc(SCC(=O)NNC(=O)c2cncc(Br)c2)cc1	.	14	-35	-4	15	7	-16	12	-3.0	5	-12
Cc1cc(Oc2ncccc2[N+](=O)[O-])c2cc(Cl)ccc2n1	-3	26	15	-16	20	5	1	0	-0.7	10	-18
COCCNCC(=O)Nc1ccccc1Sc1ccccc1	1	10	-11	-10	11	-9	-2	10	0.7	-2	-4
Cc1cc(C)cc(NC(=S)/C(=C(\[O-])c2ccc(Cl)cc2Cl)[n+]2ccc(C(C)(C)C)cc2)c1	3	-3	10	-8	7	8	1	16	2.6	-2	0
COc1cc(OC)c(C2=NOC(C(=O)Nc3cc(C)nn3-c3ccccc3)C2)cc1Cl (stereo unspecified)	0	22	-10	-6	17	-16	4	0	-0.9	6	-15
Cc1ccc(C=NNC(=O)C(=O)Nc2ccc(Cl)c([N+](=O)[O-])c2)cc1	.	6	3	-15	3	.	-2	4	-1.0	.	-26
Cn1c(SCc2ccccc2F)nnc1-c1ccccn1	5	-195	-16	11	-166	-56	-6	-113	-1.2	-6	-77
CCOc1ccc(S(=O)(=O)NN=C(C)c2cccnc2)cc1	.	-6	-6	20	9	1	8	0	-1.1	2	18
O=C(Cc1cccs1)N1CCCC(c2nc3c(nnn3Cc3cccc(Cl)c3)c(=O)[nH]2)C1 (stereo unspecified)	2	9	-22	19	0	9	2	-6	4.1	-2	5
CC(O)[C@H]1CNCCN1CCc1cc(C(F)(F)F)cc(C(F)(F)F)c1 (stereo partly specified)	3	-19	-13	-9	3	-2	-1	11	-3.6	-2	-9
CC(C)c1ccc(NC(=O)COC(=O)[C@H](CCC(N)=O)NC(=O)c2ccc(F)cc2)cc1	1	-19	-6	9	-24	-9	3	-7	-0.2	7	-29
C/C(=N\N1C(=O)c2ccccc2NC1c1ccco1)c1ccccc1O (stereo unspecified)	0	-50	-2	4	-179	0	76*	1	-1.4	12	-52
CCOC(=O)Cn1c(=O)oc2cc(S(=O)(=O)NC(C)(C)CC)ccc21	1	16	11	-5	36	8	-2	-4	1.9	3	-22
Cc1ccc2nc(SCC(=O)Nc3oc(C)c4c(C)n[nH]c(=O)c34)[nH]c2c1	-3	0	3	-10	6	6	-16	-28	3.4	-1	3
CSCCC(NC(=O)c1ccccc1)C(=O)O (stereo unspecified)	2	7	3	9	14	3	-10	6	1.2	4	25
O=C(CN1C(=O)NC2(CCCCCC2)C1=O)NCc1ccco1	5	6	-5	20	11	-2	-13	3	2.7	-6	19
CC(Cc1ccccc1)NC(=O)CN1C(=O)c2ccccc2S1(=O)=O (stereo unspecified)	2	14	-15	2	-32	9	-1	-8	0.0	4	-43
CCc1noc(C)c1C(=O)NNC(=O)c1ccc(N(CC)CC)cc1	1	-16	-30	-1	1	-4	7	7	-2.3	1	29

The listing continues:
SMILES	NR2E3 ag-1	Peg3 promoter	CF NFkB block	KKLEB cytotox	HIF-2a block	TRPM1 prom inh	TRAIL sens C8	Shn3 inh set2	hiPSC survival	LMP1 NFkB inh	NR2E3 ag-2
CC(=O)N1CCN(S(=O)(=O)c2cccc(C(=O)Nc3ccc(OC(F)F)cc3)c2)CC1	0	10	11	-6	5	9	-10	9	-0.5	1	-3
Cc1ccc(C(C2C(=O)CC(C)(C)CC2=O)C2C(=O)CC(C)(C)CC2=O)s1	2	-1	-16	4	25	7	5	-10	2.3	2	-13
CCN(CC)c1ccc(/C=N/N2C(C)CCCC2C)c(O)c1 (stereo unspecified)	2	-6	3	-14	-7	-2	16	10	-0.6	3	-9
Cc1ccc(C(=O)N(CN2CCCC2=O)c2ccccc2)cc1	3	21	-7	-4	13	20	-5	23	0.1	-16	-3
Cc1oc(-c2cc(Cl)cc(Cl)c2)cc1C(=O)NCCc1ccccc1	-1	19	-2	-6	4	-2	1	-22	3.1	-7	-11
O=C(O)C1CCN(C(=O)COc2ccc3c(c2)oc(=O)c2ccccc23)CC1	1	-9	-4	1	6	-6	1	-7	-0.2	-3	-10
COC(=O)c1[nH]c2ccc(Cl)cc2c1NC(=O)CCN1CCOCC1	3	1	-3	-3	6	8	-3	3	0.5	1	0
COCCCN1C(=O)c2ccc(C(=O)OCC(=O)NCc3ccccc3OC)cc2C1=O	1	8	-6	-7	12	5	13	-1	-0.2	0	-14
CCOCCCNC(=O)c1ccc2c(c1)N=C(CC)c1cc(Br)ccc1S2	4	31	32	-8	25	39	6	-16	0.1	16	19
COC(=O)/C(C#N)=C/c1c(Oc2cccc(C)c2)nc2ccccn2c1=O	-3	21	7	-9	13	12	0	-19	0.3	1	3
COc1ccc(/C=N/NC(=O)C(=O)N2CCCC2)cc1OC	-1	1	9	-2	-9	20	-9	6	-1.5	-14	-38
COc1ccc(NC(=O)Nc2cccc3c2O[C@H](CN(C)S(=O)(=O)c2ccc(F)cc2)[C@@H](C)CN([C@H](C)CO)C3=O)cc1	.	-2	10	-1	-5	-3	-6	-19	-0.7	5	-50
CC(=O)c1c(C)[nH]c(C(=O)OCC(=O)Nc2cccc(S(=O)(=O)N3CCCC3)c2)c1C	-4	-9	-29	22	-46	43	34	79	-2.2	5	27
CCOC(=O)c1c(NC(=O)CSc2nnnn2C)sc(CC)c1C	4	19	-8	1	4	6	-13	23	-0.5	-10	-8
CCOC(=O)c1c(-c2ccccc2)csc1NC(=O)C1CCCO1 (stereo unspecified)	2	-13	20	-8	-3	7	0	4	1.2	4	-1
CCCCCCCCC(NC(=O)c1ccc(C#N)cc1)C(=O)NCCC (stereo unspecified)	3	2	-12	2	10	0	3	-3	-1.2	12	4
CCNC(=S)N/N=C(\C)c1cccc([N+](=O)[O-])c1	3	-9	0	-5	3	10	-8	-3	-2.5	2	5
O=C(CC1(O)C(=O)Nc2ccccc21)c1ccc(-n2cnnn2)cc1 (stereo unspecified)	-3	-52	-24	5	-62	-6	8	-22	-0.1	-27	-30
O=C1c2ccccc2C(Nc2ccc3c(c2)OCO3)N1Cc1ccc2c(c1)OCO2 (stereo unspecified)	1	-42	4	16	-50	-23	-5	-7	-1.5	-13	-27
NC(=S)Nc1cccc2[nH]ccc12	0	-4	-2	-8	15	17	-2	-4	0.3	-6	-34
CSc1ncccc1C(=O)NCC(c1ccco1)N1CCCCC1 (stereo unspecified)	.	12	8	2	11	-2	9	14	-1.9	7	-15
COCC(CN1CCN(C2=NS(=O)(=O)c3ccccc32)CC1)OC(=O)c1ccc(OC)cc1 (stereo unspecified)	6	-1	-11	7	14	-1	13	-3	-0.5	5	-38
CC(=O)Nc1ccc(S(=O)(=O)N2CCCC3CCCCC32)cc1 (stereo unspecified)	4	19	-16	6	17	.	-2	3	-0.6	8	10
CCC(=O)OCOc1ccc(/C=C2/CCC(CN(C)C)C2=O)cc1 (stereo unspecified)	.	100*	-4	-2	93*	67*	72*	78	10	1	-29
CCC(C)(C)NC(=O)CN(Cc1ccc2c(c1)OCO2)C(=O)CCC(=O)Nc1ccccn1	4	28	-10	8	13	1	-17	6	-0.9	-3	-25

Some values from above:
`O=C(CN1C(=O)NC2(CCCCCC2)C1=O)NCc1ccco1` – NR2E3 ag-1 = 5
`COC(=O)c1[nH]c2ccc(Cl)cc2c1NC(=O)CCN1CCOCC1` – Shn3 inh set2 = 3

Following part:
SMILES	NR2E3 ag-1	Peg3 promoter	CF NFkB block	KKLEB cytotox	HIF-2a block	TRPM1 prom inh	TRAIL sens C8	Shn3 inh set2	hiPSC survival	LMP1 NFkB inh	NR2E3 ag-2
COc1cc(CCC(=O)OCC(=O)Nc2ccc(F)cc2F)cc(OC)c1OC	4	-4	6	10	5	-16	-21	4	0.1	7	7
C=CCn1c(C)nnc1SCC(=O)Nc1ccccc1C(=O)NC1CC1	.	3	5	8	9	-1	-27	-15	-0.4	-6	-7
C/C(=N\NC(=O)CCc1ccc(S(=O)(=O)N2CCOCC2)cc1)c1ccccc1Cl	0	-3	-6	7	2	2	-1	24	-0.8	1	-29
CC(=O)c1ccc(N2CCN(C(=O)/C=C/c3ccc4ccccc4n3)CC2)cc1	-4	5	-23	-2	25	48	-6	-24	-1.6	-25	-37
CCCn1c(C(O)c2cccc(OC)c2)nc2ccccc21 (stereo unspecified)	.	6	11	7	4	8	-11	-1	-0.7	5	-4
COc1ccccc1NS(=O)(=O)c1ccc(C(=O)Nc2ncccc2O)cc1	-2	8	-74	18	-27	17	-16	-66	-1.5	?	-46
COc1cc(/C=C/c2ccc3c(Br)cc(Br)c(O)c3n2)ccc1O	-3	33	18	-2	3	18	30	38	0.0	16	7
O=C(NCCC1=CCCCC1)c1ccc(F)c(S(=O)(=O)N2CCOCC2)c1	-3	-45	-11	2	-26	-6	0	-15	-0.6	-5	-18
CCN(CC)c1ncnc2sc(C(=O)N3CCN(c4ccccc4)CC3)c(C)c12	1	9	4	2	3	11	1	-4	1.7	1	-30
Cc1cc(F)ccc1NC(=O)c1cc(S(=O)(=O)N2CCOCC2)cn1C	3	17	10	-11	12	-5	12	5	-1.8	-1	-18
CC(=O)c1ccc(OCC(=O)NCc2ccc(F)cc2)cc1	1	4	3	-2	7	11	-2	5	-1.5	-9	-11
COc1ccc2ccc(=O)oc2c1CC(O)C(C)(C)O (stereo unspecified)	4	13	-32	24	9	2	-7	3	-1.0	-4	-15
